Growth percent in the NCI-60 one-dose screen (48 h, 10 µM unless noted): 100 = growth as untreated, 0 = no growth, -100 = all killed.
M14 = M14 melanoma. 80,000 compounds, 6.2% hits. AID 1794745
MDA-MB-435 = MDA-MB-435 melanoma; 82,000 compounds, 7.8% hits
A549/ATCC = A549/ATCC NSCLC. 81,000 compounds, 3.7% hits. AID 1794740
HOP-92 = HOP-92 NSCLC cells. 71,000 compounds, 6.3% hits
HOP-62 = HOP-62 NSCLC; 80,000 compounds, 3.9% hits
CCRF-CEM = CCRF-CEM leukemia; 77,000 compounds, 7% hits
EKVX = EKVX NSCLC; 71,000 compounds, 3% hits; AID 1794765
RPMI-8226 = RPMI-8226 leukemia cells; 77,000 compounds, 7.5% hits; AID 1794781
Numbers without * were called inactive; · = not tested or not shown; [ ] = another dose, or the depositor's remark. The calls were made as follows: active = growth percent below 10; inactive = the rest.

entry	Molecule	M14	MDA-MB-435	A549/ATCC	HOP-92
1	CC(=O)OC1CCC2(C)C(CCC3C4CC=C(C(C)=O)C4(C)OC(=O)CC32)C1 (stereo not drawn)	-31.6*	20.4	59.1	-21.2*
2	COc1cc(OC)c(C(=O)/C=C/c2ccc(C(C)C)cc2)cc1CC=C(C)C	100.0	100.0	49.1	64.1
3	CCN(CC)c1ccc(CNc2cc(C)nc3ccccc23)cc1	64.8	65.7	72.7	49.6
4	N#Cc1c(-c2cccnc2)nc(N=Nc2c(O)[nH]c3ccc(Br)cc23)[nH]c1=O	92.2	102.4	106.0	100.3
5	CCOC(=O)CC(C(=O)OCC)N1CCCCC1 (stereo not drawn)	116.0	105.4	108.0	98.1
6	OCC1CSC(=S)N1Cc1ccccc1 (stereo not drawn)	·	95.0	86.0	90.0
7	CC(C)(O)CN(CCCNC(=S)Nc1ccccc1)C(=S)Nc1ccccc1	108.7	97.5	104.2	86.9
8	NS(=O)(=O)c1ccc(Nc2nc(SCC(=O)c3ccc([N+](=O)[O-])cc3)nc3c2CCC3)cc1	106.0	97.8	101.4	88.0
9	CC1(C)C(OS(C)(=O)=O)C(C)(C)C1OS(C)(=O)=O (stereo not drawn)	104.1	106.1	100.1	92.8
10	Oc1ccc(F)c2cccnc12	104.0	97.4	92.0	71.9
11	O=C(CCN1CCCC1)Nc1ccc2c(NCCCc3ccccc3)c3ccccc3nc2c1	-61.5*	-87.8*	15.5	21.5
12	Nc1ccn(C2OC3COC2C3O)c(=O)n1 (stereo not drawn)	96.4	95.8	102.3	·

entry	HOP-62	CCRF-CEM	EKVX	RPMI-8226
1	61.0	-27.5*	87.2	-31.7*
2	116.5	71.1	98.4	51.6
3	77.1	70.0	42.6	41.7
4	99.1	97.2	99.5	99.8
5	106.8	91.2	94.3	105.0
6	110.3	·	100.8	105.4
7	96.0	101.9	88.0	104.8
8	102.8	95.2	101.6	90.3
9	98.4	94.4	89.3	103.1
10	110.1	95.4	97.9	98.5
11	24.7	-11.8*	40.8	-36.6*
12	102.4	66.0	·	96.2

Other records follow.
entry	Molecule	M14	MDA-MB-435	A549/ATCC	HOP-92
13	CSc1c(-c2nc3ccccc3s2)c(N)nc2c(C(N)=O)c(Nc3ccccc3)nn12	101.6	105.2	114.4	102.3
14	CCN(CC)CCCCCNc1cc(OC(=O)c2ccccc2)cc2cccnc12	101.0	53.6	122.1	99.1
15	COC(=O)c1cccc(O)c1	105.4	105.7	102.8	·
16	O=C(Cn1cc(CN2C(=O)c3ccc([N+](=O)[O-])cc3C2=O)nn1)Nc1ccc(F)cc1Cl	94.8	101.0	99.1	79.7
17	OCCNc1nc(Nc2ccc(C3=NN(c4cc(Cl)cc(Cl)c4)C(c4ccc(Cl)cc4)C3)cc2)nc(N2CCOCC2)n1 (stereo not drawn)	100.3	73.1	61.2	111.2
18	CCN1CCN(C(=O)[C@]23CCC(C)(C)C[C@@H]2C2=CC[C@@H]4[C@@]5(C)C/C(=C/c6cccnc6)C(=O)C(C)(C)[C@@H]5CC[C@@]4(C)[C@]2(C)CC3)CC1	34.4	34.9	13.5	9.8*
19	O=C(N/N=C/c1cccc(O)c1)c1ccc2nc(-c3ccc(Cl)cc3)[nH]c2c1	74.6	84.8	92.5	93.2
20	O=C(O)CCn1c(O)c(C=C2N=c3ccccc3=N2)sc1=S	91.8	98.3	99.7	85.6
21	OCCc1c[nH]c2ccccc12	99.1	114.2	98.5	86.8
22	COC(=O)/C=C1/SC(=Nc2ccc([N+](=O)[O-])cc2)N(CCc2c[nH]c3ccccc23)C1=O	52.0	55.5	90.8	73.2
23	CN(C)C(=O)c1ccccc1NC(=O)c1ccccc1[N+](=O)[O-]	92.3	96.7	98.5	88.9
24	O=C1CCCCC1=C1CCCCC1	105.5	103.0	90.1	108.5

entry	HOP-62	CCRF-CEM	EKVX	RPMI-8226
13	106.5	111.0	86.7	97.6
14	98.7	93.9	102.2	100.3
15	92.0	101.7	108.4	94.6
16	108.7	95.6	97.7	100.1
17	84.6	63.7	87.3	88.9
18	44.5	33.4	25.4	5.9*
19	67.5	28.1	92.4	43.3
20	102.4	88.3	98.3	92.6
21	101.4	103.4	97.7	100.4
22	96.7	8.5*	87.2	2.2*
23	93.6	102.0	100.1	100.8
24	131.6	·	·	99.8

Additional structures follow:
entry	Molecule	M14	MDA-MB-435	A549/ATCC	HOP-92
25	N#C/C(=C\c1ccc(-c2ccccc2F)o1)c1nc2ccccc2c(=O)[nH]1	95.2	99.9	95.5	102.5
26	C=C1NC(=O)C(C(C)CC)NC(=O)C2CSCC(NC(=O)CCC(=O)O)C(=O)NC(Cc3ccccc3)C(=O)NC(C)C(=O)NC(CC(C)CC)C(=O)NC(C(=O)NC(Cc3ccccc3)C(=O)N3CCCC3C(=O)N2)C(C)OC(=O)C(CO)NC(=O)C(C(O)COC)N(C)C(=O)C(C(C)C)NC(=O)C(CC(C)CC)NC1=O (stereo not drawn)	5.5*[6 µM]	-34.8*[6 µM]	10.9[6 µM]	42.0[6 µM]
27	c1ncn(C23CC4CC(CC(C4)C2)C3)n1	104.4	109.9	95.6	137.2
28	O=C(Nc1nc2cc(C(=O)N3CCN(C(c4ccccc4)c4ccccc4)CC3)ccc2o1)c1ccc(NC2CCCCC2)c([N+](=O)[O-])c1	58.2	64.9	56.1	73.3
29	Nc1nc(SCc2ccc(Cl)cc2Cl)c2[nH]cnc2n1	92.9	91.0	83.3	57.1
30	Cc1nc(-c2ccccc2)c(-c2ccccc2)nc1Br	97.0	98.9	96.6	92.3
31	Nc1nc(-c2ccccc2)c(CCCOc2ccc(NC(=O)CBr)cc2)c(=O)[nH]1	104.0	94.6	93.3	99.6
32	O=C(O)C1(Nc2ccc(Br)cc2)C=C(c2ccccc2)C(O)(c2ccccc2)C1 (stereo not drawn)	78.8	72.9	65.5	·
33	NCc1cc(Br)cc(Br)c1O	94.4	102.3	100.9	85.4
34	Cc1ccc2nc(-c3ccc(C(=O)O)cc3)n(CC(=O)NNC(=O)c3ccncc3)c2c1	101.5	97.9	103.8	63.4
35	CCOC(=S)SCCc1ccccc1	102.3	103.5	93.2	82.7
36	CCOC(=O)c1ccc(NC(=O)CSC(CC(=O)c2sc(Nc3ccccn3)nc2C)c2ccccc2F)cc1 (stereo not drawn)	0.9*	-10.7*	1.1*	-14.5*

entry	HOP-62	CCRF-CEM	EKVX	RPMI-8226
25	108.8	94.6	92.1	93.2
26	17.3[6 µM]	18.6[6 µM]	30.4[6 µM]	25.3[6 µM]
27	96.8	108.0	100.2	110.7
28	47.4	28.3	52.5	40.1
29	77.7	83.5	85.0	67.8
30	108.8	95.8	·	95.9
31	134.4	29.1	116.9	112.5
32	97.8	61.9	67.9	31.9
33	91.4	75.9	108.3	93.6
34	102.3	105.2	100.5	92.0
35	91.0	93.4	110.0	92.1
36	3.5*	3.9*	20.2	-14.2*

Exported with tabs: three of the compounds above.
cpd	molecule	M14	MDA-MB-435	A549/ATCC	HOP-92	HOP-62	CCRF-CEM	EKVX	RPMI-8226
26	C=C1NC(=O)C(C(C)CC)NC(=O)C2CSCC(NC(=O)CCC(=O)O)C(=O)NC(Cc3ccccc3)C(=O)NC(C)C(=O)NC(CC(C)CC)C(=O)NC(C(=O)NC(Cc3ccccc3)C(=O)N3CCCC3C(=O)N2)C(C)OC(=O)C(CO)NC(=O)C(C(O)COC)N(C)C(=O)C(C(C)C)NC(=O)C(CC(C)CC)NC1=O (stereo not drawn)	5.5*[6 µM]	-34.8*[6 µM]	10.9[6 µM]	42.0[6 µM]	17.3[6 µM]	18.6[6 µM]	30.4[6 µM]	25.3[6 µM]
27	c1ncn(C23CC4CC(CC(C4)C2)C3)n1	104.4	109.9	95.6	137.2	96.8	108.0	100.2	110.7
28	O=C(Nc1nc2cc(C(=O)N3CCN(C(c4ccccc4)c4ccccc4)CC3)ccc2o1)c1ccc(NC2CCCCC2)c([N+](=O)[O-])c1	58.2	64.9	56.1	73.3	47.4	28.3	52.5	40.1

More records follow:
entry	Molecule	M14	MDA-MB-435	A549/ATCC	HOP-92
37	CC(C)=Cc1cc(-c2cc(C=C(C)C)on2)no1	106.7	110.8	100.6	96.6
38	N#Cc1c(-c2ccccc2)nc(SC(=O)CCNc2ccccc2)[nH]c1=O	98.5	107.5	100.0	75.9
39	CC(=O)/C=C(\CC(C)C)OC(=O)c1ccccc1	95.0	108.3	103.8	99.2
40	COc1ccc(C2OCC(C)([N+](=O)[O-])CO2)cc1 (stereo not drawn)	·	104.5	107.4	86.6
41	CCCCCC/C=C\CCCCCCCCCc1cc(O)cc(OC)c1O	27.3	13.3	16.8	-45.0*
42	CCN(CC)CCCNc1nc(SC)nc(-c2cccc([N+](=O)[O-])c2)c1C#N	99.2	103.3	101.6	81.2
43	COc1cc(-c2nnc(SCc3nc4ccc(Cl)cc4n3CCO)o2)cc(OC)c1OC	109.9	104.7	96.7	54.0
44	CC(C)(Oc1ccccc1)C(=O)O	95.3	99.8	105.1	·
45	COc1cc2c(=O)ccn(-c3ccc([N+](=O)[O-])cc3)c2cc1OC	114.1	101.6	104.6	125.3
46	O=C(CSc1nnc(-c2cccnc2SCc2ccccc2)o1)Nc1nc(Cl)cc(Cl)n1	92.0	105.0	104.0	·
47	CCCCCCN(CCCCCC)N=O	110.0	103.7	103.2	60.3
48	Cc1ccc(Nc2cc(=S)nc(N)[nH]2)cc1C	93.7	102.6	99.9	75.7

entry	HOP-62	CCRF-CEM	EKVX	RPMI-8226
37	103.9	100.8	103.9	113.5
38	87.0	97.2	·	94.8
39	103.1	96.3	100.3	100.6
40	100.1	·	100.4	102.3
41	21.8	-0.2*	14.5	-7.1*
42	84.6	98.6	85.8	98.7
43	112.3	83.2	96.2	55.7
44	86.4	119.4	103.7	112.0
45	98.0	105.0	107.6	101.3
46	90.6	100.8	102.8	100.3
47	99.3	·	·	112.6
48	89.3	111.7	79.0	100.3

An excerpt from above, reduced to EKVX and CCRF-CEM:
entry | SMILES | EKVX | CCRF-CEM
45 | COc1cc2c(=O)ccn(-c3ccc([N+](=O)[O-])cc3)c2cc1OC | 107.6 | 105.0
46 | O=C(CSc1nnc(-c2cccnc2SCc2ccccc2)o1)Nc1nc(Cl)cc(Cl)n1 | 102.8 | 100.8

Full records, looked up by structure. Order of values: M14 | MDA-MB-435 | A549/ATCC | HOP-92 | HOP-62 | CCRF-CEM | EKVX | RPMI-8226
O=C(CSc1nnc(-c2cccnc2SCc2ccccc2)o1)Nc1nc(Cl)cc(Cl)n1 is entered as 92.0 | 105.0 | 104.0 | · | 90.6 | 100.8 | 102.8 | 100.3
N#Cc1c(-c2ccccc2)nc(SC(=O)CCNc2ccccc2)[nH]c1=O is entered as 98.5 | 107.5 | 100.0 | 75.9 | 87.0 | 97.2 | · | 94.8

Further entries follow.
entry	Molecule	M14	MDA-MB-435	A549/ATCC	HOP-92
49	CCC(C)Oc1cc(/C=N/NC(=O)c2cnn3c2NC(c2ccccc2)C3)ccc1OC (stereo not drawn)	34.0	0.4*	43.6	71.8
50	Cn1c(=O)c2[nH]c(C3CCCCC3)nc2n(C)c1=O	104.1	105.2	95.6	99.8
51	CCN=c1sc2c(n1NC(=O)c1cc3ccc1CCc1ccc(cc1)CC3)C(=O)c1ccccc1C2=O	-93.5*	-97.1*	-38.8*	-9.8*
52	COc1ccc(C=NCCN=Cc2ccc(OC)cc2OC)c(OC)c1	105.6	103.2	84.5	85.2
53	COc1ccc(/C=N\NC(=O)CCCC(=O)N/N=C/c2ccc(OC)c(OC)c2)cc1OC	98.6	112.1	108.8	94.8
54	CSc1nc(-c2ccc(O)cc2O)c2c(=O)[nH]c(Nc3ccc(S(=O)(=O)Nc4nc(C)cc(C)n4)cc3)nc2n1	·	195.9	111.7	24.6
55	O=S(=O)(O)c1cc(O)ccc1O	98.3	118.6	104.1	109.4
56	COC(=O)C1(C(=O)OC)C(C(=O)c2ccccc2)C1c1ccccc1 (stereo not drawn)	95.4	114.9	102.4	75.1
57	O=C1/C(=C/c2ccc(Cl)cc2)C=C(c2ccc(F)cc2)N1Cc1ccccc1	82.0	90.2	63.5	68.6

entry	HOP-62	CCRF-CEM	EKVX	RPMI-8226
49	37.2	23.1	·	45.7
50	91.3	102.5	101.9	105.4
51	-58.6*	-16.0*	-61.3*	-33.6*
52	104.9	99.5	95.0	96.8
53	97.1	99.9	107.0	102.3
54	89.6	102.7	·	99.2
55	98.2	·	108.1	102.2
56	103.9	109.7	106.6	104.5
57	106.6	47.5	·	46.4
